# UbGFP stabilizer: Ubiquitin-GFP Assay | Ubiquitin-GFP reporter cells, proteasome inhibition, GFP fluorescence; response scale: untreated = 0%, 10 µM MG-132 = 100% | Potency, µM (highest dose often 45.9 µM), for inactives: at the top dose activation (GFP accumulation), actives largely listed as activators | 67,000 tested, under 10 active | AID 526, 2006; active means well fitted activation curve with a large enough effect, not every such curve was filed as active; inconclusive means small, poorly fitted or top-dose-only effect, or another doubt; inactive means no such curve, though single readings can be large or run the other way; further: potency means the concentration at half of the fitted maximal effect
#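 U2OS cells stably expressing ubiquitin(G76V)-GFP, seeded overnight in 0.5% FBS medium, were exposed to compounds (qHTS, 46 uM to 2.9 nM) for 4 hr at 37 °C. GFP-positive cells were counted by laser cytometry (488 ex/515 em), normalized between basal and 10 uM MG-132.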
# BRCT PPI green: qHTS Assay for Inhibitors of BRCT-Phosphoprotein Interaction (Green Fluorophore). AID 875, 2007. 0.05% of 75,000 active. BRCA1 BRCT-phosphopeptide binding, green fluorescence polarization. Breast cancer type 1 susceptibility protein (Homo sapiens), P38398. Potency, µM (highest dose often 76.9 µM), inactives show at the top dose activity change, negative = inhibition, hits mostly inhibitors;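 further: potency means the concentration at half of the fitted maximal effect; plate controls were peptide without protein for full effect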
#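 Fluorescence polarization: His-tagged BRCT (~35 kDa BRCA1 C-terminus, 250 nM) bound to 100 nM fluorescein-labeled phosphorylated 10-aa BACH1 peptide, pH 7.3 phosphate buffer with DTT and Tween 20. Compounds incubated 12 min at room temperature; inhibition read as lowered polarization.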
# Hsp90 Hop PPI: qHTS Assay for Disrupters of an Hsp90 Co-Chaperone Interaction; Potency, µM (titrated, usually from 57 µM), for inactives: top-dose activity change, negative = inhibition; AlphaScreen TPR2A-His6 binding biotin-Hsp90 C-terminal peptide; Hsp90 C-terminal peptide / TPR2A (Hop) interaction, human; 0.44% of 71,000 active; active means well fitted curve in either direction with a large enough effect; inconclusive means small, poorly fitted or top-dose-only effect, or another doubt; further: potency means the concentration at half of the fitted maximal effect; on the % scale 0 is the no-effect control and ±100 the full control effect; many of its hits are not listed in these tables
# 4-MU autofl: qHTS Assay for Spectroscopic Profiling in 4-MU Spectral Region; compound autofluorescence, 340/450 nm, 4-MU equivalents; hits give high values; max dye-equivalent concentration, M; 11% of 59,000 active; in the data active means max dye-equivalent concentration above about 10 nM; inconclusive means mostly about 1.1 nM to 9.6 nM
#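 Compounds in 100 mM Tris, pH 8.0, sat 15 min at room temperature before fluorescence was read at 340 nm excitation/450 nm emission; a per-plate six-point 4-MU standard curve converted signals to dye-equivalent concentration at each compound concentration.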
# HBB splicing: qHTS Assay for Modulators of Hemoglobin Beta Chain Splicing; HBB splicing reporter cell assay, activation; EGFP reporter with mutant IVS2-654 intron; response scale: normalised to 500 nM splice-correcting PNA; Potency, µM (highest dose often 46.1 µM), for the others: at the top dose activation, actives largely listed as activators; 0.06% of 65,000 active; AID 925, 2007; further: potency means the concentration at half of the fitted maximal effect; 0% is about no effect
#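 HeLa cells stably expressing EGFP interrupted by mutant beta-globin intron 2 (IVS2-654), 500/well in 2% FCS. Treated with compound for 2 days at 37C. Splicing correction scored as total well GFP intensity (488 nm excitation, 500-520 nm emission); 500 nM antisense PNA served as control.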
# CRE Fsk mod: Cell signaling CRE-BLA (Fsk stim) | CHO CRE-bla reporter (cAMP response element driving beta-lactamase), forskolin EC10, beta-lactamase ratio | Potency, µM (series often up to 38.2 µM), for the others: at the highest dose activity change, negative = inhibition, most hits filed as activators | 2.5% of 71,000 active | AID 662, 2007; active means well fitted activation curve with a large enough effect in the signal ratio, with a control signal flat, not every such curve was filed as active; inconclusive means small, poorly fitted or top-dose-only effect, or effect the other way, or a change in a side signal; the % refers to the signal ratio; further: potency means the concentration at half of the fitted maximal effect; % of control where 0% means no effect
#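 Titrated compounds plus EC10 NKH 477 on CHO CRE-bla cells, 3 h, 37 °C. CCF4, 2 h RT. Ratio 460/530 nm → AC50.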
# DNA Pol III inh: qHTS Assay for Inhibitors of DNA Polymerase III Holoenzyme System; reconstituted DNA polymerase III holoenzyme replication, biochemical; Potency, µM (titrated, usually from 57.1 µM), inactives show at the highest dose activity change, negative = inhibition; 0.25% of 71,000 active; AID 603, 2007; further: potency means the concentration at half of the fitted maximal effect; on the % scale 0 is the no-effect control and ±100 the full control effect
#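 Reconstituted *E. coli* holoenzyme (0.35 nM Pol III, 1 nM beta, 154 nM SSB, 2 nM primase) was preincubated with compound for 15 min at RT. Synthesis on 1.4 nM ssM13Gori ran 35 min, then was stopped with PicoGreen/EDTA and read as dsDNA fluorescence.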
# ALOX15 inhib: qHTS Assay for Inhibitors of 15-hLO (15-human lipoxygenase). purified 15hLO-1, xylenol orange hydroperoxide absorbance. Potency, µM (series often up to 57.1 µM), without a hit: at the top dose activity change, negative = inhibition, usual class: inhibitors. 1.4% of 74,000 active. AID 887, 2007; further: potency means the concentration at half of the fitted maximal effect; on the % scale 0 is the no-effect control and ±100 the full control effect; nearly all actives have a fitted effect of over 55% in size
# Target sequence (P16050 whole entry, looked up): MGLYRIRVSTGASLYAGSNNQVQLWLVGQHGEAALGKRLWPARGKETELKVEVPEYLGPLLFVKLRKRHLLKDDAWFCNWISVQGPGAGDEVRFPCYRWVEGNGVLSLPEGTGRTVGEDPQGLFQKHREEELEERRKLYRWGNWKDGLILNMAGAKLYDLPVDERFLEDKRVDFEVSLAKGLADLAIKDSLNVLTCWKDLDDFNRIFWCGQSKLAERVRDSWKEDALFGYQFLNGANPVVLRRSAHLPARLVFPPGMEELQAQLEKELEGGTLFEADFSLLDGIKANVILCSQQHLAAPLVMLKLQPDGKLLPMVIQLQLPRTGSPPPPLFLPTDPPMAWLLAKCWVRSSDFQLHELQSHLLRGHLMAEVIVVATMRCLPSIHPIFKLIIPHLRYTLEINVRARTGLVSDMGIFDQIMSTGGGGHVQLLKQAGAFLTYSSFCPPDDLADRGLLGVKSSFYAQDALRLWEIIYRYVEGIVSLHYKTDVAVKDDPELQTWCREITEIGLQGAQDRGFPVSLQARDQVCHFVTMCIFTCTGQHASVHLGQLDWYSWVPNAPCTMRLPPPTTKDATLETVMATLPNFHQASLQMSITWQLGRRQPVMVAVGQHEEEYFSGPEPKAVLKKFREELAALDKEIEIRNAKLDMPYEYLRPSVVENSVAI
#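 Hydroperoxide formed from arachidonic acid (50 uM) by purified human 15hLO-1 (40 nM) oxidizes ferrous iron, and the ferric-xylenol orange complex is read at 573 versus 405 nm. Compounds were preincubated 15 min; reaction ran 6 min at room temperature.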
# A350 fluor: qHTS Assay for Spectroscopic Profiling in A350 Spectral Region; 11% of 59,000 active; Compound autofluorescence, 340/450 nm, Alexa 350 dye-equivalents; hits give high values; AID 590, 2007; max dye-equivalent concentration, M; in the data active means max dye-equivalent concentration above about 10 nM; inconclusive means mostly about 1.1 nM to 9.6 nM
# GFP derepression: qHTS Assay for Epigenetic Modulators; mouse C127i GFP locus derepression, cytometry, 30 h; Potency, µM (top dose mostly 46.1 µM), for inactives: top-dose GFP derepression (activation); 0.09% of 68,000 active; further: % of control where 0% means no effect
#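 Read-out is the number of GFP-positive cells, scored as fluorescent objects 20 to 120 um wide, reflecting derepression of a silenced CMV-GFP reporter in murine C127i cells after 30 h compound exposure at 37 C.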
# BRCT PPI red: qHTS Assay for Inhibitors of BRCT-Phosphoprotein Interaction (Red Fluorophore). 0.03% of 75,000 active. BRCT-phosphopeptide binding, red fluorescence polarization. AID 892, 2007. Potency, µM (titrated, usually from 76.9 µM), inactives show top-dose activity change, negative = inhibition, usual class: inhibitors; further: on the % scale 0 is the no-effect control and ±100 the full control effect
#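 Fluorescence polarization: 100 nM His-tagged BRCA1 BRCT with 100 nM TAMRA-labelled phospho-BACH1 decapeptide, phosphate buffer pH 7.3 with 150 mM NaCl, DTT, 0.01% Tween 20; 12 min RT. Binding inhibition seen as FP decrease.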
# The depositor's hits bear a star; i = inactive; u = inconclusive; x = no result given; & = joins results of further samples; [ ] = remark or other dose. Unless noted, the call rests on the fitted dose curve; in most records, active means well fitted curve in the direction sought with a large enough effect; inconclusive means small, poorly fitted or top-dose-only effect, or another doubt; inactive means no such curve, though single readings can be large; an effect the other way counts as inactive or inconclusive.
SMILES,UbGFP stabilizer,BRCT PPI green,Hsp90 Hop PPI,4-MU autofl,HBB splicing,CRE Fsk mod,DNA Pol III inh,ALOX15 inhib,A350 fluor,GFP derepression,BRCT PPI red
COC(=O)c1ccc(CN2C(=O)NC3(CCCCC3C)C2=O)o1 (configuration not stated),-2.6%,-2.8%,-4.9%,i,-1.2%,-14.3%,-3.4%,9.5%,i,0.0%,0.4%
Cc1cc(NC(=O)CSc2nnc(Cc3cccn3C)n2CCc2ccccc2)no1,3.7%,-3.5%,-12.6%,x,1.1%,-9.3%,-4.3%,u,x,x,0.0%
Cc1nc2cc(NC(=O)N3c4ccccc4CC3C)ccc2o1 (configuration not stated),7.0%,-0.6%,-3.3%,i,-0.1%,-11.3%,-3.8%,13.7%,i,0.0%,0.4%
COCCn1nnnc1SCC(=O)c1ccccc1,1.7%,0.5%,-0.3%,i,x,-8.9%,-3.3%,-1.3%,i,-1.0%,-2.5%
O=S(=O)(Nc1ccc(O)cc1)c1cccc2cccnc12,8.9%,-3.1%,-0.2%,x,-0.3%,-2.0%,-3.2%,-11.4%,x,x,1.3%
COCCn1c(COc2ccccc2)nnc1SCC(N)=O,-4.0%,-0.8%,-1.3%,i,-5.5%,-2.2%,-6.4%,9.1%,i,-2.5%,1.6%
O=c1c(-c2cccc(F)c2)nc2cncnc2n1Cc1ccccc1Cl,-1.1%,1.4%,-7.6%,i,-0.8%,u,-0.4%,-6.8%,i,-2.7%[9.22 µM],-3.4%
COCCNC(=O)[C@H](C)/C=C/C(NC(=O)OCc1ccccc1)c1ccc(C(=O)OC)cc1 (some centres not stated),x,0.4%,-0.7%,x,-0.5%,-10.0%,-2.3%,-6.1%,x,x,-0.2%
Cc1ccc(N(CN2CCCC2=O)C(=O)c2ccc(C)c(C)c2)cc1,2.9%,13.3%,-4.9%,i,0.6%,-23.4%,-4.8%,-2.6%,i,-2.6%,-0.6%
CCC(=O)N(Cc1ccc2c(c1)OCO2)Cc1cc2cc(OC)ccc2[nH]c1=O,1.7%,1.6%,-6.9%,8.91e-08M*,-1.8%,21.6%,-0.6%,-24.8%,1.31e-07M*,1.2%,1.3%
CCCn1cc(S(=O)(=O)CC(=O)NC2CCCCC2)c2ccccc21,5.3%,-1.2%,-1.5%,i,-0.3%,-9.8%,-0.7%,-2.4%,i,-3.2%,-0.1%
Cc1ccc(/C=C/C2=Cc3c(sc(NC(=O)CSc4n[nH]c(N)n4)c3C#N)C(C)(C)C2)o1,-0.9%,23.9%,-18.7%,i,u,u,-11.0%,12.6µM*,i,u,-1.7%
CCc1c(C)c2ccc(OCC(=O)N(C)C)c(C)c2oc1=O,2.9%,0.6%,-2.9%,1.23e-08M*,1.9%,6.31µM*,1.4%,-1.9%,1.16e-08M*,1.6%,-0.7%
Cc1ccc(S(=O)(=O)Nc2ccc3nc(N)sc3c2)cc1,5.2%,-2.1%,-9.7%,i,x,-4.8%,-3.2%,-8.3%,i,-1.0%,0.2%
CCOc1ccc2nc(N3CCC(C(=O)N4CCN(c5ncccn5)CC4)CC3)sc2c1,12.0%,-1.6%,-2.6%,x,-0.8%,2.3%,-0.5%,7.1%,x,-2.3%,0.3%
O=C(CN1C(=O)CCS(=O)(=O)c2ccccc21)Nc1ccc2c(c1)OCCO2,6.3%,-1.3%,3.1%,i,-0.7%,-11.8%,2.4%,3.2%,i,0.0%,-0.5%
COc1ccccc1CN1CCC2(CC1)CCN(S(C)(=O)=O)CC2,6.2%,-5.9%,-3.7%,i,3.2%,-3.7%,-7.6%,11.6%,i,2.3%[9.22 µM],-0.8%
CCSc1nnc2c(Cl)cc(Cl)cn12,-4.6%,-2.3%,-1.4%,i,-0.1%[57.5 µM],18.7%,3.9%,5.5%,i,2.9%,0.3%
CC(C)CCNC(=O)NC(=O)CSc1nnc(-c2ccccc2F)n1N,2.7%,-6.1%,u,i,0.8%,u,-4.2%,-42.4%,i,0.1%,-1.7%
Cc1ccccc1-c1ccc2ncnc(NCCN3CCOCC3)c2c1,-7.5%,-0.8%,-5.9%,1.89e-08M*,-1.0%,u,-2.7%,17.7%,2.11e-08M*,u,0.2%
CC(NC(=O)C1C(=O)N(CCO)C2(C)CC1c1ccccc1O2)c1ccccc1 (configuration not stated),-1.2%,-1.5%,-2.0%,i,2.9%,u,4.0%,-4.7%,i,-2.1%,-0.1%
O=c1c(-c2cc(F)cc(F)c2)nc2cnc(N3CCOCC3)nc2n1C[C@H]1CCCO1,-3.1%,-3.2%,-2.9%,1.51e-08M*,1.8%,u,-5.0%,5.1%,1.96e-08M*,24.3%[9.22 µM],-2.4%
Nn1c(=O)c2ccccc2n2c(SCc3ccccc3)nnc12,-4.1%,-4.8%,-7.2%,i,0.7%,-0.6%,-1.4%,-3.4%,i,-5.4%,-3.7%
CCc1cc(N2CCOCC2)cc2c1[nH]c1ccccc12,0.0%,-3.8%,-15.4%,4.55e-07M*,-0.6%[57.5 µM],1.7%,-4.5%,-28.4%,5.76e-07M*,-2.2%,-2.5%
CCOC(=O)c1c(CC(C)C)csc1NC=O,-4.2%,-1.6%,0.5%,x,-1.4%[9.22 µM],u,-6.1%,-15.5%,x,-0.3%,0.9%
Cn1c(=O)n(C)c2cc(NS(=O)(=O)c3ccc4c(c3)CCCC4)ccc21,-4.2%,-1.0%,-0.7%,i,-2.1%,u,-10.4%,2.2%,i,9.7%,0.8%
CC(C)NC(=O)N1CC[C@@]2(CCCN(C(=O)c3ccncc3)C2)C1,0.2%,-0.6%,-2.9%,i,2.6%,-11.6%,-3.4%,7.6%,i,11.5%[9.22 µM],-1.7%
CCCC(c1nnnn1CCOC)N1CCN(C(=O)c2ccco2)CC1 (configuration not stated),-1.3%,-1.4%,-0.3%,i,3.7%[57.5 µM],-1.1%,-5.5%,3.1%,i,-2.0%,0.7%
OCC(O)CO,x,-2.2%&0.6%,1.3%&-1.0%,x,0.3%&0.4%,-16.2%&-11.9%,-9.6%&-1.3%,4.9%&-2.2%,x,x,1.6%&1.4%
Cc1c(C(=O)NC2CCCCC2)oc2c1C(=O)CC(C)(C)C2,-3.0%,0.2%,-4.9%,i,-1.3%,8.0%,2.4%,3.0%,i,0.0%,1.6%
COC(=O)C1=C(C)NC(=O)C1(NC(=O)CN1CCCC1=O)C(F)(F)F (configuration not stated),0.8%,-0.7%,-5.7%,i,9.4%,-5.2%,-2.2%,14.1%,i,0.0%,-0.2%
Cc1c(C#N)c2ccccc2n1CCOc1ccccc1F,18.5%,-0.4%,11.1%,x,-0.7%,7.4%,0.2%,-5.7%,x,5.9%,0.7%
COc1ccc(N2CC(C(=O)OCC(=O)c3cccc(OC)c3)CC2=O)cc1 (configuration not stated),2.9%,0.2%,u,i,0.9%[57.5 µM],-3.9%,-4.9%,11.1%,i,1.0%,-0.9%
CC(C)CC(=O)N1CCN(Cc2cccc(F)c2)CC1,u,-0.6%,-4.9%,x,0.3%[9.22 µM],-0.4%,-7.8%,u,x,-0.3%,-1.3%
COC(=O)n1ccc(C(=O)Nc2ccccc2F)n1,0.0%,-1.5%,2.0%,i,-3.0%,-11.1%,-1.5%,2.0%,i,2.4%,-1.8%
Cc1noc(C)c1-c1cc(N(C)C)ncn1,0.0%,0.3%,1.5%,i,0.6%,8.3%,-3.6%,-4.2%,i,0.7%[9.22 µM],1.0%
CC(=O)N1CC=CC1(CC(C)C)C(=O)NCC1CC1 (configuration not stated),x,-0.9%,-0.5%,x,-1.0%,-2.2%,0.0%,3.9%,x,x,0.9%
COc1ccccc1C(=O)Nc1ccc(S(=O)(=O)Nc2cc(C)on2)cc1,-2.8%,-0.5%,-3.9%,u,-0.3%,u,-3.9%,-1.4%,u,-0.4%,1.3%
CC(O)CN1C(=O)C(CC(=O)Nc2ccc(Cl)cc2)SC1=Nc1ccccc1 (configuration not stated),-6.0%,0.2%,1.4%,i,-1.1%,0.8%,-3.2%,u,i,2.1%,-1.5%

# Screening results from PubChem BioAssay.
